# TNAP pNPP inh: blocks human TNAP p-nitrophenol release. P05186. purified TNAP, pNPP hydrolysis, absorbance 405 nm. inhibition, % at 20 µM. 21,000 tested, under 10 active;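 also: 0% = DMSO only wells and 100% = 1 mM levamisole wells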
# Target sequence (P05186 whole entry, looked up): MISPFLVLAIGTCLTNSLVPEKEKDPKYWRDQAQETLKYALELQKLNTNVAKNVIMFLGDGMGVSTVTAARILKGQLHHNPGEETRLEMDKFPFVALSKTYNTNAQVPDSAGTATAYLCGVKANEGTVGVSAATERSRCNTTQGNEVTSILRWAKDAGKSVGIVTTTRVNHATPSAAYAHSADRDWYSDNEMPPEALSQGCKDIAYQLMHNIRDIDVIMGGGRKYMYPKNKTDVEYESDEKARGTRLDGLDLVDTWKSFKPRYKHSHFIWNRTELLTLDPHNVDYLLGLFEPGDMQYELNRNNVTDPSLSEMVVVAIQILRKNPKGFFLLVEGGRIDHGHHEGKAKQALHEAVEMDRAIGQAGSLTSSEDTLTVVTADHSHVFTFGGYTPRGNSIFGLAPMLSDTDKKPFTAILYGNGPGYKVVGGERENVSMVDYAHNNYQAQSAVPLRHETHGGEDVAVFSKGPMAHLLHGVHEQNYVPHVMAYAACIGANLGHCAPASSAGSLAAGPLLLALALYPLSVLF
# TNAP Pi inh: human TNAP inhibition, phosphate detection | P05186 | purified TNAP, pNPP, malachite green phosphate absorbance | inhibition, % at 20 µM | 21,000 tested, under 10 active | AID 614
# Numbers without * were called inactive.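 The calls were made as follows: active = inhibition above 50% at the 20 µM single-dose screen; inactive = the rest.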 Some of the compounds tested (hit frequency here may not be typical).
1. c1ccc2c(NCC3CCCO3)nc(-c3ccncc3)nc2c1 (centres undefined)
2. Cc1noc(C)c1CSc1nc2ccccc2nc1NS(=O)(=O)c1ccc(Cl)cc1
3. CCSc1nnc(NC(=O)C(C(F)(F)F)C(F)(F)F)s1
4. COc1ccccc1NC(=O)c1cc(Sc2nncn2C)nc2ccccc12
5. CSc1cccc(NC(=O)COc2ccccc2)c1

screen / no.	1	2	3	4	5
TNAP pNPP inh	3.1	7.2	0.0	0.1	5.0
TNAP Pi inh	7.6	4.0	0.0	3.5	8.8

6. CN(C)c1nc(OCCNC(=O)COc2ccc(Cl)cc2Cl)nc(N2CCOCC2)n1
7. CNc1ccccc1-n1ccc(-c2ccccc2)n1
8. Cc1nn(Cc2ccccc2)c(Cl)c1C(=O)OCc1nnc(-c2ccc(Cl)cc2)o1
9. c1ccc2c(N3CCCCC3)nc(N3CCCCC3)nc2c1
10. Cc1cc(C(=O)OCC(=O)NCc2ccco2)c(C)n1-c1ccc(F)cc1

screen / no.	6	7	8	9	10
TNAP pNPP inh	1.2	0.0	2.2	7.9	1.4
TNAP Pi inh	-4.6	0.0	13.2	12.1	7.6

11. Cc1cc(OCCCCCNCCO)ccc1Cl
12. COc1cc2c(cc1OC)C(C)N(C(=O)c1cc3ccccc3o1)CC2 (centres undefined)
13. Cc1sc2nc(CN(C(=O)c3cccs3)C3CCCC3)[nH]c(=O)c2c1C
14. Cn1c(=O)[nH]c(=O)c2c1nc(Br)n2CCCO
15. CCOC(=O)c1sc(N)c(C#N)c1CSc1nnc(C2CCCCC2)n1N

screen / no.	11	12	13	14	15
TNAP pNPP inh	6.4	5.4	-1.1	-6.8	-1.1
TNAP Pi inh	-8.5	7.1	10.0	-0.9	2.0

16. COc1ccccc1-c1noc(CCC(=O)Nc2cccc(C)c2)n1
17. CC(=O)Nc1coc2ccc(Br)cc12
18. CC(=O)N1C(=O)N(C)C2C1N(C)C(=O)N2C(C)=O (centres undefined)
19. CCN1C2=NCCCN2c2ccccc21
20. O=S(CCc1ccncc1)Cc1ccccc1 (centres undefined)

screen / no.	16	17	18	19	20
TNAP pNPP inh	2.5	5.4	2.8	1.8	0.5
TNAP Pi inh	4.0	10.9	6.7	-9.3	6.8

21. CCn1c2ccccc2c2nnc(SCC(=O)Nc3ccc4c(c3)OCO4)nc21
22. Cc1cc(C)c2nc(NC3=NCN(CCN4CCOCC4)CN3)nc(C)c2c1
23. C=C(C)c1cccc(C(C)(C)NC(=O)N2CCN(CC(N)=O)CC2)c1
24. O=C(NCCO)c1cccc2c1C(=O)c1ccccc1-2
25. Cc1ccc(-c2nnn(Cc3nc4ccccc4s3)n2)cc1

screen / no.	21	22	23	24	25
TNAP pNPP inh	1.9	6.8	7.1	1.9	7.6
TNAP Pi inh	6.5	14.2	-16.0	-1.0	-11.4

26. COCCn1nnnc1CN1CCN(c2cccc(C(F)(F)F)c2)CC1
27. COc1ccc(/C(O)=C2\C(=O)C(=O)N(CCN(C)C)C2c2cccc(OC)c2OC)cc1Cl (centres undefined)
28. Cn1ncc2c1ncn1nc(COc3ccc4ccccc4c3)nc21
29. COc1ccc(C2C3=C(CC(C)(C)CC3=O)Oc3ncn(CCO)c(=N)c32)cc1OC (centres undefined)
30. Cn1c(-c2nonc2NC(=O)c2ccc(C(C)(C)C)cc2)nc2ccccc21

screen / no.	26	27	28	29	30
TNAP pNPP inh	3.4	6.5	-1.7	5.0	5.6
TNAP Pi inh	9.7	9.7	4.1	5.7	-3.4

31. CCOC(=O)c1cnc2sc3c(n2c1=O)CCCC3
32. CCCn1c(NCc2ccco2)nc2ccccc21
33. COc1ccc(C(=O)CSc2nnc(C(CO)NC(=O)c3ccc(OC)cc3)n2C)cc1 (centres undefined)
34. O=C(CCc1ccccc1)Nc1nc2n(n1)C(c1ccc(Cl)cc1)CC(=O)N2 (centres undefined)
35. O=C1CC(=O)N(Cc2ccco2)C(=O)N1

screen / no.	31	32	33	34	35
TNAP pNPP inh	-3.4	4.1	2.1	6.4	-5.8
TNAP Pi inh	5.7	5.9	1.9	11.8	-43.5

36. Cc1cccc(C)c1OCC(=O)Nn1c(C)nc2ccccc2c1=O
37. O=C(CN(c1ccc2c(c1)OCCO2)S(=O)(=O)c1ccccc1)Nc1ccc2c(c1)OCO2
38. O=S(=O)(c1ccccc1)N1CCN(Cc2cccc(Cl)c2)CC1
39. Nc1nc(SCc2ccccc2)[nH]c(=O)c1-c1ccccc1
40. C=CCc1c(C)nn(CC(=O)O)c1-c1ccccc1

screen / no.	36	37	38	39	40
TNAP pNPP inh	3.6	-0.3	4.6	1.5	5.8
TNAP Pi inh	9.9	5.3	8.7	5.0	5.8

# Record cards, from the list above:
# `O=S(=O)(c1ccccc1)N1CCN(Cc2cccc(Cl)c2)CC1` as listed: TNAP pNPP inh = 4.6; TNAP Pi inh = 8.7
# `C=CCc1c(C)nn(CC(=O)O)c1-c1ccccc1` as listed: TNAP pNPP inh = 5.8; TNAP Pi inh = 5.8

# In another format: results already given
nr	molecule	TNAP pNPP inh	TNAP Pi inh
36	Cc1cccc(C)c1OCC(=O)Nn1c(C)nc2ccccc2c1=O	3.6	9.9
37	O=C(CN(c1ccc2c(c1)OCCO2)S(=O)(=O)c1ccccc1)Nc1ccc2c(c1)OCO2	-0.3	5.3
38	O=S(=O)(c1ccccc1)N1CCN(Cc2cccc(Cl)c2)CC1	4.6	8.7
39	Nc1nc(SCc2ccccc2)[nH]c(=O)c1-c1ccccc1	1.5	5.0
40	C=CCc1c(C)nn(CC(=O)O)c1-c1ccccc1	5.8	5.8

# The listing continues:
41. COc1ccc(C2/C(=C(\O)c3ccc4c(c3)OCCO4)C(=O)C(=O)N2CCCN(C)C)cc1 (centres undefined)
42. COc1cc(NS(C)(=O)=O)c(OC)cc1NC(=O)c1ccccc1
43. COc1ccc(S(=O)(=O)N2CCCCC2)cc1C(C)C
44. CCOc1ccc(N(Cc2cc3cc(OC)ccc3[nH]c2=O)C(=O)C2CCCO2)cc1 (centres undefined)
45. c1ccc(-c2nc(NCCCN3CCOCC3)c3ccccc3n2)cc1

screen / no.	41	42	43	44	45
TNAP pNPP inh	-8.8	4.8	1.0	-17.7	4.0
TNAP Pi inh	-7.6	8.3	6.6	-8.4	16.5

46. CCn1c2ccccc2c2cc(CN3CCN(C(=O)c4ccco4)CC3)ccc21
47. C=CCSc1nnc(NC(=O)CSc2ccccn2)s1
48. COc1cccc(C(=O)Nc2nc(-c3ccc(S(=O)(=O)N4CCOCC4)cc3)cs2)c1
49. COc1cc(C(=O)N2CCC(NC(=O)C(Cc3ccccc3)NC(C)=O)CC2)cc(OC)c1OC (centres undefined)
50. COc1ccc(C(=O)Nc2ccc(-c3ccc(C)o3)cc2)cc1S(=O)(=O)N1CCOCC1

screen / no.	46	47	48	49	50
TNAP pNPP inh	-3.2	0.1	-1.2	-3.1	5.7
TNAP Pi inh	2.1	10.3	4.0	5.5	8.0

51. CC(C)CC(OC(=O)c1cccs1)C(=O)NCc1cccs1 (centres undefined)
52. CC(=O)Nc1cnc2ccccc2n1
53. CCSc1nnc(NC(=O)C2CC=CCC2C(=O)O)s1 (centres undefined)
54. O=C(c1cccc(S(=O)(=O)NCCOc2ccccc2)c1)N1CCN(c2ncccn2)CC1
55. CCOC(=O)c1sc(NC(=O)CSc2nc(-c3ccco3)cc(C(F)(F)F)n2)c(C#N)c1C

screen / no.	51	52	53	54	55
TNAP pNPP inh	-7.8	6.1	7.8	5.0	0.7
TNAP Pi inh	-0.9	11.5	-4.6	18.9	17.3

56. COc1ccc(CNc2nc3nc(-c4ccccc4)cc(=O)n3[nH]2)cc1OC
57. CCS(=O)(=O)Nc1ccc2c(c1)N(C(C)=O)c1ccccc1CC2
58. COC(=O)c1oc2ccc(Br)cc2c1NC(=O)c1ccccc1
59. COc1ccccc1C1C2CCCCC2(O)CCN1CC(=O)Nc1ccccc1 (centres undefined)
60. Cn1c(=O)c2c(ncn2CC(=O)Nc2nnc(Cc3ccccc3)s2)n(C)c1=O

screen / no.	56	57	58	59	60
TNAP pNPP inh	4.7	6.9	7.5	-14.0	-0.7
TNAP Pi inh	-3.5	-0.3	3.2	-10.4	0.9

61. COc1ccc(C(=O)Nc2cccc(C(C)=O)c2)cc1OC
62. Cc1nc(SCCO)c2oc3ccccc3c2n1
63. CCCCC(=O)Nc1ccc(Cl)cn1
64. O=C(/C=C/Nc1ccc(F)cc1)c1ccco1
65. CC1(C)Oc2ccc(C(=O)NC3CCCC3)cc2N(CC(=O)NC2CCCCC2)C1=O

screen / no.	61	62	63	64	65
TNAP pNPP inh	-0.4	5.5	-13.9	1.8	-2.3
TNAP Pi inh	4.1	8.9	-5.8	-4.7	8.5

66. Cc1sc2nc(-c3ccco3)oc(=O)c2c1C
67. COc1ccc(CCN2C(=O)CC(Nc3ccc(N4CCOCC4)cc3)C2=O)cc1OC (centres undefined)
68. CCOC(=O)c1cc2nc(Nc3ccc(OC)cc3)sc2s1
69. CN=C1c2ccccc2CN1c1cccc(C(=O)OC)c1
70. CCc1nnc(NC(=O)CCC(=O)N2CCN(Cc3cc(F)ccc3OC)CC2)s1

screen / no.	66	67	68	69	70
TNAP pNPP inh	7.7	1.8	4.3	-1.0	2.9
TNAP Pi inh	10.5	5.3	-4.1	1.7	7.3

71. COc1ccc(CSc2nncn2N)cc1Br
72. Cc1cc(NCCCN2CCOCC2)n2ncc(-c3ccc(Cl)cc3)c2n1
73. COc1ccccc1-c1c(NC(=O)c2ccco2)n(-c2ccccc2)nc(C)c1=O
74. COCCn1nnnc1C(c1cc2ccc(OC)cc2[nH]c1=O)N1CCN(C2CCCCC2)CC1 (centres undefined)
75. C=CCNC(=O)CN(c1ccc(F)c(Cl)c1)S(C)(=O)=O

screen / no.	71	72	73	74	75
TNAP pNPP inh	5.0	1.9	7.5	1.6	0.0
TNAP Pi inh	8.8	9.6	-3.7	13.0	0.0

76. O=C(C(F)C(F)(F)F)N1CCN(c2ccccc2)CC1 (centres undefined)
77. COC(=O)CSc1nnc(CNc2ccc(Cl)cc2)n1Cc1ccccc1
78. CCCc1nnc(SCc2ccc(OCC)cc2)n1N
79. CCCn1c(C(O)c2cc(OC)ccc2OC)nc2ccccc21 (centres undefined)
80. CCNC(=O)COc1ccc2ccccc2c1

screen / no.	76	77	78	79	80
TNAP pNPP inh	3.9	2.9	2.6	5.7	1.6
TNAP Pi inh	12.1	10.2	4.2	10.4	8.1

81. CCOC(=O)C1=C(C)NC(C)=C(C(=O)OCC)C1c1ccc(OC)cc1
82. Cc1ccc(-c2nnc(CSc3nc(C)nc4sc(C)c(C)c34)o2)cc1
83. COc1cccc(-c2nc(=S)c3c(n2Cc2ccco2)CCCC3)c1
84. CC(C(=O)NCC1(c2ccccc2)CCCC1)N1CCOCC1 (centres undefined)
85. CCOC(=O)N1CCN(CC(=O)N2c3ccccc3CC2C)CC1 (centres undefined)

screen / no.	81	82	83	84	85
TNAP pNPP inh	4.0	5.3	5.8	-2.2	2.0
TNAP Pi inh	6.4	5.1	11.2	2.6	12.2

86. COC(=O)c1ccccc1NC(=O)CN1CCN(C(=O)c2ccco2)CC1
87. CCOC(=O)CCc1c(C)nc2cc(-c3ccc(Cl)cc3)[nH]n2c1=O
88. Cc1ccc(S(=O)(=O)N2CCN(C)CC2)cc1-c1nnc2c3ccccc3c(C)nn12
89. CC(=O)Cc1nsc(NC(=O)c2ccccc2)n1
90. CCOC(=O)c1ccccc1NC(=O)c1c(F)c(F)c(F)c(F)c1F

screen / no.	86	87	88	89	90
TNAP pNPP inh	2.7	3.6	-1.0	3.2	2.2
TNAP Pi inh	11.2	7.6	6.3	9.4	10.1

91. COC(=O)N(C)c1nc2ccccc2s1
92. Cc1ccc2c(c1)-c1ccccc1S(=O)(=O)N2
93. CC(C)(C)n1cnc2cc(NS(=O)(=O)c3ccccc3)ccc21
94. O=c1nc2n(c3cc(Cl)c(S(=O)(=O)N4CCOCC4)cc13)CCCCC2
95. CC(C)C(=O)Nc1ccc(C(=O)NC2CCSC2=O)cc1 (centres undefined)

screen / no.	91	92	93	94	95
TNAP pNPP inh	-5.0	2.2	22.2	3.6	0.0
TNAP Pi inh	7.2	7.8	24.8	7.0	-13.9

96. CC(C)n1c(SCC(=O)Nc2ccc3c(c2)OCO3)nc2c1c(=O)n(C)c(=O)n2C
97. CCOC(=O)CSc1nnc(-c2ccc(OC)cc2OC)o1
98. CCCc1ncc(C(=O)c2ccc(OC)cc2)n1C
99. COc1ccc(C(=O)NCC(=O)n2nc(C)cc2C)cc1OC
100. NC(=O)C1CCN(C(=O)C23CC4CC(CC(C4)C2)C3)CC1

screen / no.	96	97	98	99	100
TNAP pNPP inh	-9.5	1.1	3.7	-1.0	1.8
TNAP Pi inh	-5.3	-10.6	-1.9	-4.0	4.2

101. CCOC(=O)C(C)Oc1ccc2c(C)cc(=O)oc2c1C(C)=O (centres undefined)
102. COCCn1c(SCCCc2ccccc2)nc2c1c(=O)[nH]c(=O)n2C
103. CNC(=O)CSc1nnnn1CCCOC
104. O=C(c1cc2nc(-c3ccco3)cc(C(F)(F)F)n2n1)N1CCCCCC1
105. CCC(c1c(C)n(C)n(-c2ccccc2)c1=O)c1c(C)n(C)n(-c2ccccc2)c1=O
106. Cn1c(=O)oc2cc(S(=O)(=O)Nc3cccc(C(=O)O)c3)ccc21
107. COc1ccc(C2C3=C(CCCC3=O)Nc3nc4ccccc4n32)cc1OC (centres undefined)

screen / no.	101	102	103	104	105	106	107
TNAP pNPP inh	6.0	0.8	1.0	1.5	0.2	4.5	0.0
TNAP Pi inh	11.9	4.4	2.2	1.2	9.7	11.7	12.1
